hERG protect = shields human hERG channel from block by proarrhythmic agents. CHO-hERG, FluxOR thallium flux, dofetilide IC70 present. activation (rescue from dofetilide block), less the hit threshold, % at 10 µM. actives 0.51% (n = 310,000). AID 1511;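 active = activation above the mean of controls blocked by dofetilide plus 5 SD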;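 note: thallium influx through hERG after potassium depolarization seen as dye fluorescence rise; in these data hits start at about 4.7%; inactives centre near -7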
RGS4 inh = human RGS4 inhibition. P49798. HEK293 M3R/RGS4 inducible, Fluo-4 calcium flux; active compounds read high; triggered by carbachol at its EC20. B-score at 10 µM. actives 0.45% (n = 310,000);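 active = B-score, a plate-corrected calcium signal, over three deviations above library mean, with baseline fluorescence within five deviations of library mean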;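 note: RGS4 expression induced by doxycycline in cells with stable M3 receptor; B-score is computed from the integrated fluorescence ratio over baseline after carbachol; higher B-score means a larger calcium signal and so more RGS4 inhibition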
RGS4 pot = potentiators or activators of RGS4. B-score at 10 µM. actives 0.92% (n = 310,000). HEK293 M3R/inducible RGS4, carbachol calcium flux Fluo4; active compounds read low;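 active = B-score of the integrated calcium signal more than 4 SD below the library mean, with starting fluorescence not abnormally high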;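 note: negative B-score means reduced calcium response which marks RGS4 activation or potentiation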
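Assay system: HEK293 FlpIn-TREx cells, stable M3R, doxycycline-inducible RGS4 / Probe or stimulus: carbachol, ECmax concentration / Times: overnight RGS4 induction, 30 min dye load 37 °C, 20 min compound RT / Signal: kinetic calcium fluorescence imaging with Fluo4-AM dye, 2 µM / Measure: Agonist-evoked peak-minus-minimum fluorescence over baseline, integrated ratio, B score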
KCNK3 inh = human KCNK3 channel inhibition, primary screen | CHO-KCNK3 thallium flux, FluxOR fluorescence; active compounds read low | B-score at 10 µM | actives 0.84% (n = 340,000);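 active = B-score under library mean minus 4 SD, starting fluorescence ratio at most library mean plus 5 SD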;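 note: more negative B-score means stronger inhibition of thallium flux through KCNK3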
Target sequence (O14649 whole entry, looked up): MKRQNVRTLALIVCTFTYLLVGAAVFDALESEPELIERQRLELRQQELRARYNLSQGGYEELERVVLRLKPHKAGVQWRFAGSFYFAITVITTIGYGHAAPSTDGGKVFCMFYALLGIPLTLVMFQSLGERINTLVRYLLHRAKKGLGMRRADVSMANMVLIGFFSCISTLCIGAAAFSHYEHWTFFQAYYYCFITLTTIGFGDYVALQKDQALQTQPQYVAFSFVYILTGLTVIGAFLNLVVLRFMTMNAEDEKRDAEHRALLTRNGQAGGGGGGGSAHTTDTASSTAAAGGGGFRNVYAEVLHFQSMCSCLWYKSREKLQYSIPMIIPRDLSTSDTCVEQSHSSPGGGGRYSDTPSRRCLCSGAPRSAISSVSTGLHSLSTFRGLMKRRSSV
KCNQ1 block = inhibitors of human KCNQ1 potassium channel; CHO-K1 KCNQ1, FluxOR thallium flux fluorescence; active compounds read high; actives 1.3% (n = 310,000); B-score at 10 µM; AID 2642; P51787;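 active = compounds whose thallium flux B-score, printed positive for inhibition, exceeds three library SD while starting fluorescence stays within three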;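 note: channel opened by potassium depolarization with thallium stimulus after 20 min compound exposure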
Target sequence (P51787 whole entry, looked up): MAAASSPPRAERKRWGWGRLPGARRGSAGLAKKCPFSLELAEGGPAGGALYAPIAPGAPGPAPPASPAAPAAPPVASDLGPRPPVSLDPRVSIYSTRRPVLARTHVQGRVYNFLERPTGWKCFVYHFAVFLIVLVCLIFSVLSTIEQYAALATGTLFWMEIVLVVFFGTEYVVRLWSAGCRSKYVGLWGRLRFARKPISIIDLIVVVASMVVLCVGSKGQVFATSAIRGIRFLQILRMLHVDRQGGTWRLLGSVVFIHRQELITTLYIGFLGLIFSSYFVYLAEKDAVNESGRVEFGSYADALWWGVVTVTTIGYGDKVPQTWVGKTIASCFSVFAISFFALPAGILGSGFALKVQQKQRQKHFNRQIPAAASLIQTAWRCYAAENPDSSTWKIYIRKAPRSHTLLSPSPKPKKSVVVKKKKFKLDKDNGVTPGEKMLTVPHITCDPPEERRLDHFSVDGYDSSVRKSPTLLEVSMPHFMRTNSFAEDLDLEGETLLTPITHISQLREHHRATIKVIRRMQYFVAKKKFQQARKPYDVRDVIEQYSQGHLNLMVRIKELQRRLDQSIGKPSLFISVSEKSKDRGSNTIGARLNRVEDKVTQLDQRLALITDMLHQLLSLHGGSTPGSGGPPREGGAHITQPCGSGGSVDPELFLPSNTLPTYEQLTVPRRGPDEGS
HDAC3 inh = blocks human histone deacetylase 3; O15379; recombinant HDAC3, fluorogenic peptide/trypsin coupled, fluorescence; inhibition, % at 8.3 µM; actives 0.15% (n = 320,000); in the data active = inhibition above about 26%, passing the limit was not always enough; inconclusive = no clear call, values can overlap the other calls
SKKanGAS inh = inhibitors of SKKanGAS S. pyogenes growth in kanamycin (SK-promoter or general growth effect); BacTiter-Glo, 6 h; inhibition, % at 7.5 µM; actives 1.3% (n = 300,000); AID 1662;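 active = mean replicate score, as percent of positive control median, at least 50; inconclusive = mean below 50 but one replicate at or above 50; inactive = mean and every replicate below 50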;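 note: strain carries kanamycin resistance gene driven by streptokinase promoter and grows in 40 µg/ml kanamycin; loss of luminescence reflects streptokinase promoter inhibition or plain growth inhibition; 0% = median of DMSO wells and 100% = positive control at its reference dose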
TMEM16A inh = blocks the mouse calcium-activated chloride channel TMEM16A | AID 588511 | actives 1.2% (n = 310,000) | Q8BHY3 | HEK293 TMEM16A/YFP iodide influx fluorescence, ionomycin | normalized B-score (activity score, 25-100; higher = stronger inhibition) at 10 µM;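 active = ratio plate-corrected score three or more library SD toward inhibition, starting fluorescence score within five deviations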;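 note: score derived from kinetic fluorescence span divided by baseline fluorescence per well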
TMEM16A act = mouse TMEM16A channel activation, primary screen. HEK293 TMEM16A/YFP-H148Q/I152L, iodide quench fluorescence; active compounds read low. B-score at 10 µM. actives 0.3% (n = 340,000). AID 623877;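 active = fluorescence-ratio B-score plate-corrected deviation score at least 3 library SD below zero, with starting fluorescence score within 5 deviations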;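 note: channel opened by trigger with iodide after compound preincubation; score built on the fluorescence ratio of max minus min over baseline; more negative score means more quench and so TMEM16A activation or potentiation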
KCNK9 block = human KCNK9 channel inhibition; HEK293 KCNK9, FluxOR thallium flux fluorescence; active compounds read low; B-score at 10 µM; actives 1.2% (n = 310,000);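 active = ratio B-score over 3 SD below the library mean, with starting fluorescence within 5 SD of its mean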;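 note: negative B-score means less thallium flux so channel inhibition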
KCNQ1 act = potentiators or activators of human KCNQ1 potassium channel; AID 2648; CHO-K1 KCNQ1, thallium flux FluxOR fluorescence; active compounds read high; P51787; actives 0.35% (n = 310,000); B-score at 10 µM;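 active = fluorescence ratio B-score, a plate-corrected score, at least three library SD, with initial intensity B-score within 5 SD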
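Assay system: CHO-K1 cells stably expressing KCNQ1. Medium: assay buffer for compound exposure, DMSO matched across wells. Timing: 37 °C overnight plating, 90-min dark dye load, 20-min compound pretreatment. Signal: kinetic FluxOR fluorescence, 10 s baseline plus 110 s post-stimulus.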
* = called active by the depositor; i = inactive; ? = inconclusive; . = no result given.

SMILES	hERG protect	RGS4 inh	RGS4 pot	KCNK3 inh	KCNQ1 block	HDAC3 inh	SKKanGAS inh	TMEM16A inh	TMEM16A act	KCNK9 block	KCNQ1 act
c1ccc(-c2nc(-c3nccc4ccccc34)oc2-c2ccccc2)cc1	-9	i	i	i	i	-8	?	i	i	i	i
CCN1CCN(C(=O)c2cc(COc3ccc4ncccc4c3)on2)CC1	-3	i	i	i	i	-7	-1	i	i	i	i
COc1ccc(-c2csc(N3C(=O)C4C5c6ccccc6C(c6ccccc65)[C@@H]4C3=O)n2)cc1 (stereo not given in full)	-2	i	i	i	i	-7	13	i	i	i	i
CCOCCn1c(CN2CCc3ccccc3C2)nc2c1c(=O)n(C)c(=O)n2C	-7	i	i	i	i	-2	-7	i	i	i	i
Cc1ccc2cc(CCNC(=O)c3ccc(Br)o3)c(=O)[nH]c2c1	-7	i	i	i	i	1	-2	i	i	i	i
O=C(NC(=S)Nc1ncccn1)c1ccc(F)cc1	-5	i	i	i	i	3	2	i	i	i	i
O=C(Cc1ccc(F)cc1)NC(Cc1c[nH]c2ccccc12)C(=O)O (stereo not given)	-10	i	i	i	i	0	-26	i	i	i	i
O=C(NCCN1CCOCC1)/C(=C/c1ccc(F)cc1)NC(=O)c1ccccc1	-5	i	i	i	i	-2	-7	i	i	i	i
O=C(/C(=C/O)N=Nc1ccccc1)c1ccco1	-15	i	i	i	i	-4	0	i	i	i	i
O=C(Nc1cccc(C(F)(F)F)c1)c1ccc(Cn2cc(Br)cn2)o1	-15	i	i	i	i	11	8	100*	i	i	i
COc1cccc(-n2ccnc2SCC(=O)Nc2cc(OC)ccc2OC)c1	-14	i	i	i	i	6	-2	i	i	i	i
O=C(Nc1ccc(-c2nc3cccnc3s2)cc1)c1ccc(Br)o1	-10	i	i	i	i	.	-8	.	i	i	i
CCOc1nc(CC)nc(NC(=O)NS(=O)(=O)c2ccccc2Cl)n1	-5	i	i	i	i	-1	-2	i	i	i	i
O=C(CN1CCN(S(=O)(=O)c2ccc3ccccc3c2)CC1)N1CCc2ccccc2C1	-6	i	i	i	i	-2	3	i	i	i	i
CCn1c(O)c(N=NC(=O)c2ccc(CSc3nncn3C)cc2)c2ccccc21	-34	i	i	i	i	-5	-4	i	i	i	i
OCC1(CO)COC(CCc2ccccc2)=N1	-3	i	i	i	i	-1	3	i	i	i	i
Cc1noc(C)c1COC(=O)CCCOc1ccc(Cl)cc1Cl	-9	i	i	i	i	11	-2	i	i	i	i
COc1ccc(NC(=O)c2ccc3c(c2)OCO3)cc1[N+](=O)[O-]	-4	i	i	i	i	-1	-3	i	i	i	i
O=C(CCc1nc(-c2ccccc2Cl)no1)NCC1CCCO1 (stereo not given)	-12	i	i	i	i	-2	-3	i	i	i	i
Cc1nnc(C)c2c(C)n(Cc3ccc4c(c3)OCO4)c(C)c12	-16	i	i	i	i	4	12	i	i	i	i
CC(C)=CC(=O)N1CCCc2ccccc21	-4	i	i	i	i	-6	-7	i	i	i	i
O=C(CCN1CCCCC1)Nc1ccc(Br)cc1	-14	i	i	i	i	3	0	i	i	i	i
Cc1ccc(C)c(NC(=O)C(OC(=O)c2ccc(C)s2)c2ccccc2)c1 (stereo not given)	-12	i	i	i	i	.	12	i	i	i	i
Cc1nn(-c2ccccc2)cc1/C=N/O	-7	i	i	i	i	8	0	i	i	i	i
Cc1nc2nc(SCC(=O)Nc3cccc(F)c3)[nH]c2cc1Br	-2	i	i	i	i	1	-4	i	i	i	i
SMILES	hERG protect	RGS4 inh	RGS4 pot	KCNK3 inh	KCNQ1 block	HDAC3 inh	SKKanGAS inh	TMEM16A inh	TMEM16A act	KCNK9 block	KCNQ1 act
O=C(Nc1ccccc1N1CCCC1)c1cccc(-c2cc3ccccc3oc2=O)c1	-10	i	i	i	i	0	8	i	i	i	i
CCc1ccc(/C=N/NC(=O)Cc2cccn2C)cc1	-9	i	i	i	i	2	6	i	i	i	i
CC(=O)N1CCN(c2ccc(NCc3ccc(C)s3)cc2)CC1	-7	i	i	i	i	0	-2	i	i	i	i
O=C(OCCO)c1cc(Cl)c(C(=O)OCCO)cc1Cl	0	i	i	i	i	6	-2	i	i	i	i
COc1ccc2c(c1)CC[C@@H]1[C@@H]2CC[C@]2(C)[C@@H](C(=O)O)C[C@@H]12	-4	i	i	i	i	-1	7	i	i	i	i
CC(C)N(Cc1ccccc1)C(=S)NC(=O)C1(C)CC1(Cl)Cl (stereo not given)	21*	i	i	i	i	4	1	i	i	i	26*
COc1ccc(CNC(=O)C(OC(C)=O)c2ccccn2)cc1 (stereo not given)	1	i	i	i	i	-2	-2	i	i	i	i
COc1ccc(-n2nnc3c(=O)n(C/C=C/c4ccccc4)cnc32)cc1	-10	i	i	i	i	1	2	i	i	i	i
CN1CCN(S(=O)(=O)c2ccc(NC(=O)C3CCCO3)cc2)CC1 (stereo not given)	-10	i	i	i	i	3	6	i	i	i	i
COc1ccc(/C=N/NC(=O)c2cccc(NC(C)=O)c2)c(C(=O)O)c1OC	-19	i	i	i	i	0	1	i	i	i	i
CCOCCCNc1nc2c(C)cccn2c(=O)c1/C=C1\SC(=S)N(CC(C)C)C1=O	-12	i	i	i	i	-6	-8	i	i	i	i
CCCCN(C(=O)c1ccc(OC)c([N+](=O)[O-])c1)c1c(N)n(CCC)c(=O)[nH]c1=O	-7	i	i	i	i	3	1	i	i	i	i
COc1ccc(NC(=O)CCCc2ccccc2)cc1OC	-1	i	i	i	i	-4	-1	i	i	i	i
Cc1onc(C(=O)NN)c1C(=O)Nc1ncc(C(F)(F)F)cc1Cl	0	i	i	i	i	-7	-4	i	i	i	i
O=C(NCc1ccco1)c1ccccc1NC(=O)C1CC(=O)N(c2ccc(Cl)cc2)C1 (stereo not given)	-11	i	i	i	i	4	4	i	i	i	i
Cc1nc(NCc2ccco2)c2c(C)c(C)sc2n1	-12	i	i	i	i	3	-5	i	i	i	i
COc1ccccc1CNC(=O)CNC(=O)c1sc2ccccc2c1Cl	-11	i	i	i	i	2	27	i	i	i	i
C=CCn1c(SCC(=O)Nc2ccc(N3CCOCC3)cc2)nc2ccccc2c1=O	-10	i	i	i	i	-1	-2	i	i	i	i
CCN(C(=O)CN1CCN(c2ccccc2F)CC1)c1c(N)n(Cc2ccccc2)c(=O)[nH]c1=O	-4	i	i	i	i	-1	1	100*	i	i	i
O=C(Oc1ccc(Cl)c2cccnc12)N1CCCCC1	-1	i	i	i	i	-5	10	i	i	i	i
Cc1ccc(N(CCC#N)C(=O)COC(=O)C2CCN(c3ccc(C(F)(F)F)cn3)CC2)cc1	-11	i	i	i	i	0	1	i	i	i	i
Clc1ccc(-c2nnnn2-c2ccc(Cl)c(Cl)c2)cc1Cl	-10	i	i	i	i	4	58*	i	i	i	i
O=C(/C=C/c1cccs1)NCc1cccnc1	-9	i	i	i	i	9	1	i	i	i	i
CC(C)C(c1nnnn1Cc1ccc(F)cc1)N1CCN(Cc2ccc3c(c2)OCO3)CC1 (stereo not given)	-5	i	-7.2*	i	i	6	-6	i	i	i	i
COc1ccc(C(C(=O)NC2CCCC2)N(C(=O)c2ccco2)c2cc3c(cc2C(C)=O)OCO3)cc1 (stereo not given)	-5	i	i	i	i	-5	-3	i	i	i	i
SMILES	hERG protect	RGS4 inh	RGS4 pot	KCNK3 inh	KCNQ1 block	HDAC3 inh	SKKanGAS inh	TMEM16A inh	TMEM16A act	KCNK9 block	KCNQ1 act
CCOc1c(C)cc2[nH]c(CCC(=O)O)nc2c1C	-2	i	i	i	i	4	6	i	i	i	i
C=CCn1nnc2sc3c(c2c1=O)CCC(C)C3 (stereo not given)	-6	i	i	i	i	5	-2	i	i	i	i
O=C(COc1ccc(S(=O)(=O)N2CCc3ccccc32)cc1Cl)NCc1ccccn1	-3	i	i	i	i	3	-11	i	i	i	i
CN(Cc1c(F)cccc1Cl)C(=O)c1ccc(COc2ccccc2)cc1	-8	i	i	i	i	-6	15	i	i	i	i
O=C(COC(=O)c1ccc[nH]c1=O)NC1CCCCC1	-5	i	i	i	i	-2	1	i	i	i	i
O=C(NCCN1C(=O)C2C3C=CC(C3)C2C1=O)Nc1ccccc1O (stereo not given)	-8	i	i	i	i	3	5	i	i	i	i
Cc1ccc(-n2c(C)cc(C(=O)OCC(=O)N(C)C3CCS(=O)(=O)C3)c2C)cc1 (stereo not given)	-7	i	i	i	i	-9	0	i	i	i	i
O=Cc1cc(Cl)ccc1OCCN1CCC(Cc2ccccc2)CC1	-26	i	i	i	i	1	3	i	i	i	i
CCOC(=O)C1CCN(c2ccc([N+](=O)[O-])c(C(C)=O)c2)CC1	0	i	i	i	i	12	0	i	i	i	i
Cc1onc(-c2ccccc2)c1C(N)=O	1	i	i	i	i	-5	-3	i	.	i	i
COc1cc(-c2noc(CCCC(=O)Nc3ccc(C(N)=O)cc3)n2)cc(OC)c1OC	4	i	i	i	i	3	-5	i	i	i	i
O=C(CCC(=O)N1CCN(S(=O)(=O)c2ccc(Cl)cc2)CC1)NC1CCCc2ccccc21 (stereo not given)	-8	i	i	i	i	5	-3	i	i	i	i
Cc1ccc(OCCNC(=O)C(=O)NCc2ccco2)cc1	-7	i	i	i	i	3	-1	i	i	i	i
CC(C)(C)NC(=O)c1ccc2c(c1)CCO2	-6	i	i	i	i	4	-4	i	i	i	i
Cc1ccc(S(=O)(=O)N2CCOCC(=O)NCCOCCNC(=O)COCC2)cc1	-3	i	i	i	i	.	4	.	i	i	i
CCC(=O)N1N=C(c2c(-c3ccccc3)c3cc(Cl)ccc3[nH]c2=O)CC1c1ccco1 (stereo not given)	-7	i	i	i	i	7	4	i	i	i	i
Cc1ccc(NC(=S)N2C3CCCC2CC(NC(=O)C2CC2)C3)cc1C (stereo not given)	-7	i	i	i	i	0	1	i	i	i	i
Cc1ccc2c(CSc3nnc(C4CC4)n3N)cc(=O)oc2c1C	-10	i	i	i	i	4	1	i	i	i	i
O=C(O)CCN1C(=O)CC(N2C(=O)/C(=C/c3ccc(Cl)cc3)SC2=S)C1=O (stereo not given)	-13	i	i	i	i	5	-5	i	i	i	i
Nc1nc(-c2ccccn2)nc(N)c1Cc1c(F)cccc1Cl	-10	i	i	i	i	1	0	i	i	i	i

Assay outcomes from PubChem.
